High-throughput results as filed in PubChem.
EPAC1 antag: qHTS for Antagonist of cAMP-regulated guanine nucleotide exchange factor 3 (EPAC1): primary screen; Potency, µM (doses to about 115 µM), for the others: top-dose activity change, negative = inhibition, hits mostly inhibitors; AID 720709, 2013; EPAC1 GEF assay, Rap1b-BODIPY-GDP exchange fluorescence; 360,000 tested, 0.14% active; Rap guanine nucleotide exchange factor 3 (Homo sapiens), O95398;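 note: potency is the fitted concentration of half-maximal effect; plate controls were vehicle for no effect and positive control for full effect; nearly all actives have a fitted effect of over 50% in size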
EPAC2 ag: qHTS for Agonist of cAMP-regulated guanine nucleotide exchange factor 4 (EPAC2): primary screen; Potency, µM (titrated, usually from 154 µM), for the others: top-dose activation, usual class: activators; 360,000 tested, 0.079% active; Rap guanine nucleotide exchange factor 4 (Homo sapiens), Q8WZA2; EPAC2 activation, biochemical qHTS; response scale: 100% = 6.5 mM cAMP response; AID 720711, 2013; note: potency is the fitted concentration of half-maximal effect; nearly all actives have a fitted effect of over 50% in size
Target sequence (Q8WZA2 whole entry, looked up): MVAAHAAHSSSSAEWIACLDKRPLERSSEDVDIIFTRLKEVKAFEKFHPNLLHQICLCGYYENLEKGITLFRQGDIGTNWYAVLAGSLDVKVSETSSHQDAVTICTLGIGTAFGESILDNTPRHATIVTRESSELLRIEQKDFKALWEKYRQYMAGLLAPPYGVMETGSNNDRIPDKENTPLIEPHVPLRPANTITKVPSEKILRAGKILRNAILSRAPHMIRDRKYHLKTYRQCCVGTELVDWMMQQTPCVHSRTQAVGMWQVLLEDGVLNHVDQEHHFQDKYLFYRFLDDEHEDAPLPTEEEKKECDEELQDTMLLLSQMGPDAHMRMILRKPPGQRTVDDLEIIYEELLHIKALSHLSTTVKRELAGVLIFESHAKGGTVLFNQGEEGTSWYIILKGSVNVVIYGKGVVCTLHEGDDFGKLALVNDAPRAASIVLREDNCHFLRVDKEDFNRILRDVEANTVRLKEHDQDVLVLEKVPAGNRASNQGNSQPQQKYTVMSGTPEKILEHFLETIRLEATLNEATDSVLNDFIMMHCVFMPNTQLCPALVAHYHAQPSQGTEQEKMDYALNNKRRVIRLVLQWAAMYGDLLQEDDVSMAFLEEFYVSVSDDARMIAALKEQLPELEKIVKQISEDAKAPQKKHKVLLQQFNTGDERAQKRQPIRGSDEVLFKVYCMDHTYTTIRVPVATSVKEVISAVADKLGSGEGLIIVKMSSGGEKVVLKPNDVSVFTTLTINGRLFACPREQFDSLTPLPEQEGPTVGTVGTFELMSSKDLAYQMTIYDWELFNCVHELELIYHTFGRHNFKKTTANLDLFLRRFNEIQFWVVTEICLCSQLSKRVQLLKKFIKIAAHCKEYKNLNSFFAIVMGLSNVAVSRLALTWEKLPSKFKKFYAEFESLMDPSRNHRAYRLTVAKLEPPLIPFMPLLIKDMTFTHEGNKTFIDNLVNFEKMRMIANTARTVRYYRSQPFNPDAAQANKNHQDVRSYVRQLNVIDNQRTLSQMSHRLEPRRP
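EPAC2 (100 nM) mixed with Rap1B loaded with BODIPY-GDP (250 nM) plus 50 uM unlabeled GDP; compounds pinned in, 5 min RT, then read every 5 min for 30 min (ex 480, em 540 nm). Normalized to cAMP control.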
CCT modulator: High-Throughput Screening for Modulators of Cytosolic Chaperonin Activity; 360,000 tested, 0.3% active; purified chaperonin ATPase assay, HTRF ADP detection, 30 min; activity change, % (no concentration beside the values), hits read low; in the data active = activity change below about -30%; note: % is set by controls: 0 for no effect and ±100 for the full control effect
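First, chaperonin was dispensed at 40 nM or 20 nM final depending on batch activity. Next, compounds were pinned at 76 uM and ATP added at 10 uM. After 30 min at 37 °C, ADP detection reagents ran 30 min at ambient temperature.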
PLK1 PBD inh: qHTS for Inhibitors of PLK1-PDB (polo-like kinase 1 - polo-box domain): Primary Screen; Serine/threonine-protein kinase PLK1 (Homo sapiens), P53350; Plk1 PBD binding of FITC phosphopeptide, fluorescence polarization; Potency, µM, for inactives: max response, negative = inhibition, usual class: inhibitors; 360,000 tested, 2.8% active; AID 720504, 2013; note: potency is the fitted concentration of half-maximal effect; series mostly up to about 57 µM; % is set by controls: 0 for no effect and ±100 for the full control effect; nearly all actives have a fitted effect of over 65% in size
WRN inhibitor: qHTS for Inhibitors of WRN Helicase. Potency, µM (series often up to 114 µM), for inactives: at the highest dose activity change, negative = inhibition, usual class: inhibitors. 360,000 tested, 0.46% active. Bifunctional 3'-5' exonuclease/ATP-dependent helicase WRN (Homo sapiens), Q14191. WRN helicase unwinding, fluorescent forked duplex, kinetic; note: potency is the fitted concentration of half-maximal effect; % is set by controls: 0 for no effect and ±100 for the full control effect; nearly all actives have a fitted effect of over 55% in size
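Kinetic fluorescence helicase assay: unwinding of a quenched forked DNA duplex (100 nM final) with 2 mM ATP final raises red fluorescence (525/598 nm). Compounds sat 15 min at room temperature with 20 nM WRN beforehand.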
IL-2 act: qHTS of IL-2 Activators; IL-2 activation reporter assay, cell-based qHTS; stimulated with anti-CD3/CD4/CD28 beads; in transgenic mouse T cells; activation, % (series mostly up to about 46 µM); 360,000 tested, 0.065% active; in the data active = activation above about 50%; inconclusive = mostly about 30% to 49%; note: 0% is about no effect
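First, unstimulated transgenic mouse T cells were exposed to compound for 60 min. Next, anti-CD3/anti-CD4-coated beads with anti-CD28 were added. Finally, after 18 h at 37 degrees C, EGFP and DsRed were imaged.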
PI5P4Ka inh: qHTS for Inhibitors of phosphatidylinositol 5-phosphate 4-kinase (PI5P4K); Phosphatidylinositol 5-phosphate 4-kinase type-2 alpha (Homo sapiens), P48426; PI5P4Kalpha enzyme, ADP-Glo luminescence, 60 min; active compounds read low; max response, %; 330,000 tested, 1.2% active; active = max response of -50% or lower; inconclusive = between -30% and -50%; inactive = -30% or higher; note: value at the top dose of about 77 µM; % is set by controls: 0 for no effect and ±100 for the full control effect
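Luminescence from ADP-Glo served as readout of PI5P4Kalpha activity in a qHTS format. Reaction: enzyme, substrate, compound, ATP at 5 microM final, 60 min at RT.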
EPAC1 agonist: qHTS for Agonist of cAMP-regulated guanine nucleotide exchange factor 3 (EPAC1): primary screen. Rap guanine nucleotide exchange factor 3 (Homo sapiens), O95398. EPAC1 agonist qHTS, biochemical assay; response scale: 100% = response to 6.5 mM cAMP. Potency, µM (doses to about 154 µM), for the others: top-dose activation, hits mostly activators. 360,000 tested, 0.073% active. AID 720707, 2013; note: potency is the fitted concentration of half-maximal effect; nearly all actives have a fitted effect of over 60% in size
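Compounds were pinned as a concentration titration into mixtures of EPAC1 (100 nM), BODIPY-GDP-loaded Rap1B (250 nM) and GDP (50 uM). After 5 min at room temperature, fluorescence was followed for 30 min; activity was scaled to 6.5 mM cAMP.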
* hit, by the source's call; u = inconclusive; x = not tested or not shown; [ ] = remark or other dose. Unless noted, calls come from the whole dose curve; as a rule, active = well fitted curve in the direction sought with a large enough effect; inconclusive = small, poorly fitted or top-dose-only effect, or another doubt; inactive = no such curve, though single readings can be large; an effect the other way counts as inactive or inconclusive. The list is partial. The share of hits here may be higher or lower than overall.

SMILES	EPAC1 antag	EPAC2 ag	CCT modulator	PLK1 PBD inh	WRN inhibitor	IL-2 act	PI5P4Ka inh	EPAC1 agonist
CC[C@]12c3[nH]c4ccccc4c3CCN1C(=O)C(CC(=O)NCC13CC4CC(CC(C4)C1)C3)C[C@@H]2C(=O)N1CCN(C(=O)C2CC2)CC1 (stereo partly drawn)	3%	9%	-0.4	-1%	3%	-0.9	-2	-9%
CC(=O)C1=C(O)C(=O)N(c2ccc(O)cc2)C1c1ccc([N+](=O)[O-])cc1 (stereo not drawn)	7%	6%	0.3	-14%	5%	-0.4	3	-5%
COc1ccc(C(=O)N2CCOC2CNC(=O)C(=O)NCc2ccc(C)cc2)cc1 (stereo not drawn)	14%	-9%	0.5	-8%	5%	-1.4	-8	-10%
O=C(Nc1cccc(C(F)(F)F)c1)n1cc(-c2ccccn2)c(N2CCOCC2)n1	7%	6%	2.8	-2%	-14%[57.1 µM]	-4.4	9	9%
CN(C)c1nc(N)nc(CSc2ncc(Cl)cc2Cl)n1	-3%	2%	-2.6	-10%	2%	-2.4	x	9%
Cc1cc(C)c(C)c(S(=O)(=O)N2CCC(C(=O)NCCCN3CCOCC3)CC2)c1C	2%	-4%	0.1	-1%	7%	0.4	-3	-2%
COc1ccc(N2CC(NC(=O)N(C)CCC#N)CC2=O)cc1 (stereo not drawn)	u	10%	-1.4	-15%	-9%	1.9	2	6%
CCN1C(=O)[C@H]2[C@@H](c3ccc(OC)cc3)N3C(=O)CN(CCOC)C(=O)[C@@]3(C)[C@H]2C1=O	-7%	-7%	-1.0	6%	12%	-0.2	3	-13%
N#CCCN1CCN(S(=O)(=O)c2ccc(S(=O)(=O)N3CCOCC3)cc2)CC1	-6%	11%	-2.5	-11%	-7%	-3.1	0	1%
CN(CCc1ccccn1)c1ncnc2[nH]ncc12	0%	8%	-0.1	-2%	-2%	1.0	1	0%
COc1ccccc1N(C)S(=O)(=O)c1ccc(C(=O)Nc2nc(C)c(C(C)=O)s2)cc1	-3%	3%	1.7	-4%	-6%	1.8	3	1%
Cc1nc2ccc(S(=O)(=O)Nc3ccccc3C)cc2s1	1%	4%	-2.5	-12%	-4%	-3.7	x	-3%
COc1ccc(CC(=O)NCc2cccs2)cc1	2%	-1%	-3.5	-3%	-3%	0.4	-2	0%
CN(CC(=O)Nc1cccc(S(=O)(=O)N2CCOCC2)c1)CC(=O)Nc1ccc(Cl)c(C(F)(F)F)c1	-9%	0%	-2.1	1%	5%	-5.9	-7	1%
N#Cc1c(N)oc(-c2cccs2)c1-c1cccs1	-11%	17%	-4.1	-23%	-5%	0.5	-29	-1%
COc1ccc(C(=O)N2CCCC(C)(C(=O)NS(=O)(=O)C3CC3)C2)cc1 (stereo not drawn)	1%	-6%	0.0	-6%	-2%	-0.3	2	-6%
COC(=O)N/N=C/c1cc(C)n(-c2ccc(F)cc2)c1C	-2%	14%	-0.1	-16%	-2%	0.3	-4	6%
CCNC(=O)NC1(C(=O)N2CCC(Cc3ccccc3)CC2)CCCCC1	6%	18%	-15	-7%	3%	1.7	-4	17%
CC(C)c1nc(SCC(=O)Nc2ccc(N3CCOCC3)cc2)c2ccccc2n1	2%	-13%	0.6	-16%	-9%	-0.1	3	2%
Cc1ccc(SCc2c(-c3ccccc3)nn(C)c2Cl)cc1	-19%	18%	-1.8	-11%	-15%	0.2	33	12%
O=C(NCC1COc2ccccc2O1)c1ccc(NC(=O)c2ccco2)cc1 (stereo not drawn)	-10%	-13%	-1.5	1%	-11%[57.1 µM]	-1.1	1	0%
CC(C)C(OC(=O)CN1C(=O)COc2ccccc21)C(=O)NC1CCCCC1 (stereo not drawn)	-9%	9%	0.2	3%	0%	1.3	-8	-9%
CCCc1cc(=O)[nH]c(SCC(=O)c2c(N)n(C3CC3)c(=O)[nH]c2=O)n1	5%	8%	-1.7	-8%	0%	-0.3	0	-4%
Cc1occc1-c1nnc(SCC(=O)N2CCOCC2)n1CC(C)C	9%	1%	-1.4	-4%	-4%[57.1 µM]	0.8	-3	-7%
O=C(COc1ccccc1Cl)NC(=S)Nc1ccccc1N1CCCC1	9%	8%	-1.5	-27%	2%[57.1 µM]	-5.0	15	0%
O=C(C1=C(O)C(=O)N(c2ncccn2)C1c1ccc(Cl)cc1)c1ccco1 (stereo not drawn)	-13%	24%	2.1	-8%	-18%	1.0	-14	5%
c1ccc(-c2cn3c(n2)CCC3)cc1	9%	0%	-0.1	-2%	1%[57.1 µM]	-0.3	-6	-1%
Cc1ccc(Cl)cc1NC(=O)[C@@H]1CCC(=O)N1C1OC(=O)c2ccccc21 (stereo partly drawn)	6%	-5%	-1.6	3%	-2%	-0.2	-19	3%
O=C(CCn1c(SCC(=O)c2ccccc2)nc2ccccc2c1=O)NCc1ccc(F)cc1	-2%	-1%	-3.3	-10%	5%	-2.2	1	5%
O=C(NC12CC3CC(CC(C3)C1)C2)c1cncc(Br)c1	-7%	2%	-1.1	-8%	-26%	-1.0	-4	2%
Cc1ccccc1OCC(=O)N/N=C/c1cccc(Oc2ccc([N+](=O)[O-])cc2[N+](=O)[O-])c1	5%	7%	0.2	-2%	0%	-4.3	1	2%
CCOc1ccc(-n2c(=O)c3sccc3n(CC(=O)NC3CCCCC3)c2=O)cc1	-1%	0%	0.6	-8%	-14%	2.0	3	6%
COc1ccc(NC(=O)c2ccc(NC(=O)COC(=O)CC(NC(=O)c3ccccc3Cl)c3ccccc3)cc2)cc1 (stereo not drawn)	23%	5%	-1.7	11%	-27%[57.1 µM]	0.8	-26	-9%
CC1CCC2(CC1)NC(=O)N(CC(=O)NCCc1ccc(F)cc1)C2=O (stereo not drawn)	10%	12%	-4.3	-9%	-1%	3.2	-1	5%
O=C(Nc1ccc2c(c1)OCO2)Nc1ccccn1	-10%	4%	-0.8	-5%	4%	0.3	-2	2%
Cc1noc(C)c1CSCC(=O)N(C)CC(=O)Nc1ccccc1Br	-11%	3%	-0.5	-10%	-15%	-0.8	-3	-1%

Ordered by value in PLK1 PBD inh (rising): three from the list above
Structure | PLK1 PBD inh
O=C(CCn1c(SCC(=O)c2ccccc2)nc2ccccc2c1=O)NCc1ccc(F)cc1 | -10%
CCOc1ccc(-n2c(=O)c3sccc3n(CC(=O)NC3CCCCC3)c2=O)cc1 | -8%
Cc1ccccc1OCC(=O)N/N=C/c1cccc(Oc2ccc([N+](=O)[O-])cc2[N+](=O)[O-])c1 | -2%

Later entries
SMILES	EPAC1 antag	EPAC2 ag	CCT modulator	PLK1 PBD inh	WRN inhibitor	IL-2 act	PI5P4Ka inh	EPAC1 agonist
Cc1[nH]c(SCC(=O)Nc2cc(C(N)=O)cc(C(N)=O)c2)nc1Cc1ccccc1	-2%	7%	-4.7	-11%	-7%	1.2	0	-3%
Nn1cnnc1SCC(=O)Nc1ccc(C2CCCCC2)cc1	2%	2%	-0.4	-7%	8%	-1.3	x	4%
N#CC1=C(N)Nc2ncnn2C1c1ccc(F)cc1 (stereo not drawn)	-1%	-6%	-4.5	6%	1%	2.4	-26	3%
COc1cc(C(=S)N2CCOCC2)cc(OC)c1OC(=O)c1ccc(C)cc1	-30%	18%	0.0	-16%	-1%	-0.8	4	3%
Cc1cc(OCc2nc(-c3cccnc3)no2)c(C)cc1Br	1%	1%	0.7	0%	7%	-0.1	2	-5%
Cc1nc2c(C#N)c[nH]n2c(=O)c1Cc1ccccc1	-12%	7%	0.9	-10%	-18%	0.6	x	4%
Cc1cnc(C(=O)OCC(=O)c2cc(C)n(CCc3ccc(F)cc3)c2C)cn1	-14%	6%	0.2	-16%	6%	-0.3	-15	11%
O=C(Cn1c2ccccc2c(=O)c2ccccc21)N/N=C/c1cc([N+](=O)[O-])ccc1N1CCCCCC1	-19%	12%	-5.5	-1%	11µM*	28	1	7%
O=C(C1=C[C@H](C2CC2)C[C@H](OCc2ccc(CO)cc2)O1)N1CCN(Cc2ccccc2)CC1	5%	2%	-2.0	-6%	-4%	0.6	4	1%
COc1ccccc1NC(=S)NCc1ccccc1Cl	-28%	9%	-0.6	-3%	0%	-0.1	7	9%
COC(=O)CN1C(=O)COc2ccc(S(=O)(=O)N3CCCCC3)cc21	13%	6%	-7.2	-12%	5%	-2.2	-13	12%
C=CCN(C(=O)Nc1ccc(OC)cc1)c1nnc(-c2ccncc2)s1	-10%	3%	-4.4	-14%	9%	-0.7	3	17%
N=c1c2ccccc2nnn1-c1cccc(C(F)(F)F)c1	8%	2%	0.4	3%	-2%	0.2	7	5%
CCO[C@@H]1OC(C(=O)N2CCN(Cc3ccccc3)CC2)=C[C@H](C)[C@H]1CCCO	2%	-2%	1.7	-4%	-4%	0.9	-6	-10%
CCS(=O)(=O)N1CCC(C(=O)Nc2cccc(C(C)=O)c2)CC1	-9%	12%	-3.8	-7%	2%	-2.2	-8	6%
CCC(C)NC(=S)N(Cc1cc2cc(C)ccc2n2nnnc12)CC(C)(C)NC(C)C (stereo not drawn)	6%	-7%	-1.8	-5%	4%	-0.2	-1	-1%
CC(=O)N1CCN=C1SCc1ccc(C(F)(F)F)cc1	-6%	10%	-1.7	-16%	-4%	0.6	2	-1%
CCN(CC)CCn1c(=S)[nH]c2ccc(Cl)cc2c1=O	-13%	3%	0.3	-28%	-6%	3.6	x	4%
c1ccc(CNc2c3ccccc3nc3ccccc23)cc1	-21%	9%	0.6	-8%	u	-4.8	4	8%
Fc1cc(Br)ccc1COc1ccc(-c2nnco2)cc1	19%	10%	0.3	-6%	1%	-3.2	1	16%
C=C(C)COc1ccc2c(C)c(CCC(=O)NC3CC3)c(=O)oc2c1	12%	-1%	-4.7	0%	-11%[11.6 µM]	-2.6	-1	6%
COC(=O)COc1ccc(-c2nccc(-c3ccccn3)n2)cc1	-4%	11%	-0.9	-4%	-13%	0.5	2	-4%
